KCNQ2 inh = KCNQ2 potassium channel inhibitors, primary screen, cell-based, CHO-K1, FluxOR thallium flux, B-score (AID 2156). Potassium voltage-gated channel subfamily KQT member 2 (Rattus norvegicus), O88943. 20 min; hits give low values. B-score at 10 µM. 310,000 compounds, 1.1% hits;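 active = fluorescence ratio B-score at most minus 3 library SDs, with starting brightness B-score within 2 library SDs, cut at about -5.5 in these data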
Target sequence (O88943 whole entry, looked up): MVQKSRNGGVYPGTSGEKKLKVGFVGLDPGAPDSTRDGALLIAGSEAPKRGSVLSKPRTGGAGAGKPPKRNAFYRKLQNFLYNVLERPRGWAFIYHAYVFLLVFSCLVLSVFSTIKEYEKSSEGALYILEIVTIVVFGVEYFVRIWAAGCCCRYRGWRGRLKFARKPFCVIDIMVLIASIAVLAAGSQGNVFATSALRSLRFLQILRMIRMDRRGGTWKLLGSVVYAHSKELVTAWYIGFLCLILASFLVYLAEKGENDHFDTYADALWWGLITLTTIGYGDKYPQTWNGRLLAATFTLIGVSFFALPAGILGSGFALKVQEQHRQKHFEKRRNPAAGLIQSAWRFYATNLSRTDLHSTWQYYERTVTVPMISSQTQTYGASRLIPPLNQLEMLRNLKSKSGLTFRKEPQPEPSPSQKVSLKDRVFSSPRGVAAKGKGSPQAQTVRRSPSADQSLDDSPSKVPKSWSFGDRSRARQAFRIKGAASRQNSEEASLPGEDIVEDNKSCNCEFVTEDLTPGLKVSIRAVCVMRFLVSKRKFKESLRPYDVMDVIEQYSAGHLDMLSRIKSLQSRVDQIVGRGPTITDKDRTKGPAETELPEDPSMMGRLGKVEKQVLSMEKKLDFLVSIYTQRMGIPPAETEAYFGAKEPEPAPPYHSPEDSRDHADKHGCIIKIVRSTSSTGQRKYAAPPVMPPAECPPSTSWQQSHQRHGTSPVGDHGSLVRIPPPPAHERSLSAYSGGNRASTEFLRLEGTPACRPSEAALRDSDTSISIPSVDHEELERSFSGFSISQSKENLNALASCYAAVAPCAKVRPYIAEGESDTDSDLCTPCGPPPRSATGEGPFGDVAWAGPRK
Kir21 block = inhibitors of mouse Kir2.1 inward-rectifier potassium channel; Inward rectifier potassium channel 2 (Mus musculus), P35561; HEK293-Kir2.1, FluxOR thallium flux fluorescence; hits give low values; B-score at 10 µM; 310,000 compounds, 0.85% hits; AID 1672, 2009;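 active = fluorescence ratio B-score at or below minus 3 SD of library scores, with starting-brightness B-score within 2 SD, cut at about -4.2 in these data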;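 also: channel flux triggered by added potassium and thallium sulfate stimulus; B-score of peak minus minimum fluorescence over baseline after thallium stimulus; more negative B-score means stronger Kir2.1 block with less thallium influx; some compounds called inactive have numbers as strong as hits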
CHT block = inhibitors of human choline transporter CHT; 310,000 compounds, 0.86% hits; High affinity choline transporter 1 (Homo sapiens), Q9GZV3; CHT-expressing cells, membrane potential dye, choline response; hits give low values; B-score at 10 µM;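 active = B-score over 3 SD under the library average, and starting fluorescence ratio not unusually high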;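 also: choline stimulus applied at its EC90 after an EC20 pre-addition; B-score computed on integrated fluorescence ratio after choline addition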
Starred values were filed as active, the others as inactive; i = inactive; . = no result given.

KCNQ2 inh	Kir21 block	CHT block	SMILES
i	0.46	i	O=C(NC1CS(=O)(=O)CC1NCc1ccccc1)c1ccccc1 (stereo not given)
i	-1	i	CC(C)c1ccccc1NC(=S)NCc1ccncc1
i	0.65	i	CN(Cc1ccccc1)C(=O)c1cc2ccccc2o1
i	0.01	i	CCC(=O)N1c2ccc(S(=O)(=O)N3CCN(c4ccc([N+](=O)[O-])cc4)CC3)cc2CC1C (stereo not given)
i	0.59	i	COc1ccc(C2C3=C(CC(C)(C)CC3=O)N(CCN3CCOCC3)C3=C2C(=O)CC(C)(C)C3)cc1
i	0.1	i	CCCCNC(=O)CNC(=O)c1nn(-c2ccc(OC)c(Cl)c2)c(=O)c2ccccc12
i	0.03	i	O=C(NCCN1CCN(S(=O)(=O)c2ccc([N+](=O)[O-])cc2)CC1)C(=O)Nc1ccccc1
i	-0.43	i	O=C(CC1Nc2ccccc2NC1=O)NC1CCCCC1 (stereo not given)
i	1.8	i	COCCNC(=O)C(C)OC(=O)C1=Cc2ccccc2OC1 (stereo not given)
i	-0.62	i	COc1ccc(NS(=O)(=O)c2ccc(-c3cnc(C4CC4)o3)cc2)cc1OC
i	-3.4	i	Cc1nc(NCCCn2ccnc2)c2oc3ccccc3c2n1
i	2.5	i	Cc1ccc(C2(O)C(=O)c3ccccc3C2=O)c(O)c1C
i	1.1	i	Cc1c(C(=O)NN)nc2ccccn12
i	0.03	i	Cc1ccc(C)c(SCC(=O)NC(=O)NCc2ccccc2)c1
i	0.25	i	Cc1ccc(-n2ncc3c2CC(C)(C)CC3NC(=O)c2ccccn2)cc1 (stereo not given)
i	0.48	i	CCc1c(C)nc(SCC(=O)N2CCCCC2C)[nH]c1=O (stereo not given)
i	-0.14	i	Cc1c(CCC(=O)O)c(=O)oc2cc(O)ccc12
i	0.85	i	CC(=O)NC1CCN(CC(=O)Nc2cccc([N+](=O)[O-])c2)CC1
i	0.73	i	Cc1ccc(-c2noc(CN3CCN(c4ccccc4F)CC3)n2)cc1
i	-0.42	i	COCCn1c(C)cc(/C=C2\NC(=S)N(C)C2=O)c1C

KCNQ2 inh	Kir21 block	CHT block	SMILES
i	-0.7	i	CCOC(=O)N1CCN(S(=O)(=O)c2ccc(C(=O)NNc3nc4ccc(Cl)cc4s3)cc2)CC1
i	1.1	i	CNC(=O)c1ccc(-c2nc(-c3ccccc3)cs2)cc1
i	-0.05	i	O=C(Nc1nc(-c2ccccn2)cs1)c1ccccc1-n1cnnn1
i	-1.5	i	C(=N\Nc1ncnc2sc3c(c12)CCC3)/c1ccncc1
i	0.01	i	Cc1cc(NC(=O)Nc2ccc(F)c(Cl)c2)no1
i	0.56	i	Cc1ccc(N2Cc3ccccc3OC(C)C2=O)cc1 (stereo not given)
i	-0.98	i	Oc1ccc(-c2n[nH]c(=S)n2-c2ccc3c(c2)OCCO3)cc1
i	-1.6	i	COc1ccccc1-n1nnnc1SCc1ccccc1
i	1.2	i	CCCN1CCN(S(=O)(=O)c2c(C)[nH]c(C)c2C(=O)N2CCCCC2)CC1
i	2.5	i	N#Cc1ccccc1NC(=S)NC(=O)C1CCC1
i	-0.77	i	CCN(CC)S(=O)(=O)c1ccc(NC(=O)[C@@H](NC(=O)c2cc(OC)cc(OC)c2)C(C)C)cc1
i	0.33	i	Cc1cccc(C)c1OCCn1nc(C(=O)O)c2ccccc2c1=O
i	0.8	i	COc1ccc(OC)c(NC(=O)COC(=O)c2c3c(nc4ccccc24)CCCC3)c1
i	0.13	i	Fc1ccc(-c2ccc(/C=N/n3cnnc3)o2)cc1
i	-0.68	i	Cc1n[nH]c(=O)nc1N/N=C/c1ccc(O)c([N+](=O)[O-])c1
i	-0.97	i	CCC1(CC)Cc2ccccc2C(=C(C#N)C#N)N1
i	-0.24	i	Cc1nn(CCO)c2c1C(=O)CCC2
i	1.1	i	CCn1c(=N)c(S(=O)(=O)c2ccccc2)cc2c(=O)n3ccccc3nc21
i	0.16	i	Clc1ccc2c(NCc3ccco3)ncnc2c1
i	0.92	i	O=C(c1cc(=O)[nH]c2ccccc12)N1CCN(c2ccc([N+](=O)[O-])cc2)CC1

One compound at a time, from the list above. Order of screens: KCNQ2 inh, Kir21 block, CHT block
Record of O=C(c1cc(=O)[nH]c2ccccc12)N1CCN(c2ccc([N+](=O)[O-])cc2)CC1 : i, 0.92, i
Record of N#Cc1ccccc1NC(=S)NC(=O)C1CCC1 : i, 2.5, i
Record of C(=N\Nc1ncnc2sc3c(c12)CCC3)/c1ccncc1 : i, -1.5, i
Record of COc1ccccc1-n1nnnc1SCc1ccccc1 : i, -1.6, i
Record of CCCN1CCN(S(=O)(=O)c2c(C)[nH]c(C)c2C(=O)N2CCCCC2)CC1 : i, 1.2, i

More records follow.
KCNQ2 inh	Kir21 block	CHT block	SMILES
i	0.51	i	O=C(NCC1CCCO1)c1cnc(Cl)c(Cl)c1 (stereo not given)
i	3.2	i	CC(NS(=O)(=O)c1ccc([N+](=O)[O-])cc1)C(c1cccs1)N1CCOCC1 (stereo not given)
i	-0.84	i	O=C(/C=C/c1ccc(O)c(O)c1)c1ccccc1O
i	0.25	i	COc1ccc(/C=C2/SC(=S)NC2=O)cc1OCc1ccccc1
i	-0.31	i	CN1CCN(S(=O)(=O)c2ccc(NC(=O)c3cccc(F)c3)cc2)CC1
i	0.16	i	COCCNC(=O)[C@H]1N2C(=O)c3ccccc3C2SC1(C)C (stereo not given in full)
i	0.03	i	Cc1ccc(C(=O)OCC(=O)c2ccc(Cl)s2)s1
i	-0.14	i	CC(CN1CCN(c2ccccc2)CC1)c1ccccc1 (stereo not given)
i	-0.34	i	Cc1ccc(-c2ccc(OCC(=O)N3CCOCC3)cc2)cc1
i	-0.02	i	COc1cc2c(cc1NC(=O)COC(=O)CNS(=O)(=O)c1ccc(C)cc1)oc1ccccc12
i	0.43	i	Cc1cccc(NC(=O)c2ccccc2[N+](=O)[O-])n1
i	0.8	i	CCOC(=O)COn1c(=O)c(-c2ccccc2)[n+]([O-])c2ccccc21
i	0.25	i	Cc1cccc2c(C(=O)N3CCN(c4ccccc4)CC3)cc(-c3ccncc3)nc12
i	-2.1	i	O=C1C(Cl)=C(N2CCN(Cc3ccccc3)CC2)C(=O)N1c1ccccc1
i	0.25	i	CCOC(=O)C1C(=O)CC(C)(O)C(C(=O)OCC)C1c1ccc(SC)cc1 (stereo not given)
i	0.67	i	COCCCNC(=S)NC1CC2CCCC(C1)N2Cc1cccs1 (stereo not given)
i	1.8	i	COc1ccc(C2NC(=O)C(C#N)=C(S)N2c2ccccc2)cc1OC (stereo not given)
i	0.63	i	CCOC(=O)c1cc(C#N)c(Nc2ccc(C)cc2)nc1C(F)(F)F
i	-0.03	i	Cc1nc(CSc2nnc3scc(-c4ccccc4)n23)cs1
i	-16*	i	Cc1cc(C)c(OCCCNCc2ccccc2)c(Br)c1

KCNQ2 inh	Kir21 block	CHT block	SMILES
i	0.62	i	Cc1c(NS(=O)(=O)c2cccs2)c(=O)n(-c2ccccc2)n1C
i	-2.9	i	O=S(=O)(Nc1ccc(Cl)cc1)c1ccc2c(c1)CCO2
i	-2.3	i	Cn1cc(-c2ccccc2C(N)=O)c(=O)c2ccccc21
i	0.08	i	COc1ccc(CNC(=O)c2ccc(NS(=O)(=O)c3c(C)noc3C)cc2)cc1
i	1.4	i	CCOC(=O)N1CCC(NS(=O)(=O)c2ccc3c(c2)OCC(=O)N3)CC1
i	1.4	i	Cc1cc(C)cc(Nc2c3c(nc4ncnn24)CCC3)c1
i	0.33	i	OCCN1CCN(c2nc3ccccc3nc2-c2ccccc2)CC1
i	-2.9	i	CC(C)(C)NC(=O)C(c1ccc(Cl)cc1)N(Cc1ccco1)C(=O)CCl (stereo not given)
i	1	i	COC(=O)COc1ccc(-c2ccc(F)cc2)cc1C=O
i	0.68	i	CC(=O)Nc1ccc(-c2csc(NCCc3ccccc3)n2)cc1
i	0.55	i	CN1C(=O)N(C)C2(c3ccccc3)N(C)C(=O)NC12c1ccccc1 (stereo not given)
i	-0.69	i	CC1CN(CCCCSc2ccccc2)CC(C)O1 (stereo not given)
i	0.31	i	Cc1ccc([N+](=O)[O-])cc1N1C(=O)CS/C1=N\NC(=O)c1cccnc1
i	-0.26	.	COCC(=O)Nc1nc2n(n1)C(c1ccc(OC)cc1)CC(c1ccc(OC)cc1)N2 (stereo not given)
i	-0.41	i	O=C1C(=O)N(CCCO)C(c2ccc(Br)cc2)/C1=C(\O)c1ccc(Br)cc1 (stereo not given)
i	0.12	i	COc1ccc(CCn2c(N)c(C(=O)NCc3ccco3)c3nc4ccccc4nc32)cc1OC
i	1.9	i	CCC(=O)N(c1ccc(F)cc1)C1C=CS(=O)(=O)C1 (stereo not given)
i	-0.41	i	COc1ccc(CCN2CC(C(=O)NCCc3ccccc3C(F)(F)F)CCC2=O)cc1 (stereo not given)
i	1.9	i	O=C(CCCN1C(=O)/C(=C\c2ccccc2)SC1=S)Nc1cccc(C(=O)O)c1
i	-0.95	i	Cc1[nH]n(-c2ccccc2)c(=O)c1/C=N/NC(=O)c1cccc(F)c1

KCNQ2 inh	Kir21 block	CHT block	SMILES
i	0.48	i	COc1ccc(C2SCC(=O)N2c2c(C)n(C)n(-c3ccccc3)c2=O)cc1OC (stereo not given)
i	-0.37	i	COc1ccc(C)cc1NC(=O)c1ccc2c(O)c(S(=O)(=O)c3ccccc3)c(=O)[nH]c2c1
i	0.03	i	c1cc(-c2nnn(CCOCCn3nnc(-c4ccncc4)n3)n2)ccn1
i	-0.5	i	CCN(CC)C(=O)CC(c1ccc2c(c1)OCO2)c1c(O)cc(OC)cc1OC (stereo not given)
i	-0.76	i	CCc1ccccc1NC(=O)[C@@H]1CCC(=O)N1C1OC(=O)c2c1ccc(OC)c2OC (stereo not given in full)
i	2.5	i	S=c1[nH]nc2n1CCCN2
i	-1	-9.2*	CCCCN(CCCC)CCNC(=O)c1cn(CC)c2ccc(S(=O)(=O)N3CCc4ccccc4C3)cc2c1=O
i	0.59	i	Cn1c(=O)c2c(nc(N3CCOCC3)n2CC(=O)C23CC4CC(CC(C4)C2)C3)n(C)c1=O
i	0.94	i	Cc1cc(=O)oc(C)c1C(=O)NCCc1ccccc1
i	0.57	i	COc1ccc(CC(=O)NNc2ncnc3c2cnn3-c2ccccc2)cc1
i	0.11	i	CO/N=C(\C(=O)N[C@@H]1C(=O)N2C(C(=O)O)=C(COC(C)=O)CS[C@H]12)c1csc(N)n1 (stereo in doubt)
i	-0.02	i	O=C(CCN1C(=O)/C(=C/c2ccccc2Cl)SC1=S)NNC(=O)c1cccnc1
i	0.56	i	Cc1nn(C)c(C)c1/C=C1/SC(=S)NC1=O
i	0.58	i	OC(COc1ccc2c(c1)OCO2)CN1CCCC1 (stereo not given)
i	3.2	i	COc1ccc(NC(=O)Cc2ccccc2)cc1
i	0	i	CC1(c2ccccc2)NC(=O)N(CC(=O)NCc2ccc3c(c2)OCO3)C1=O (stereo not given)
i	2	i	COc1ccc(OC)c(-c2csc(N(C)C(=O)Cc3ccccc3)n2)c1
i	0.44	i	Cc1cccc(CCNc2nc3ccc(C)cc3n3cnnc23)c1
i	0.04	i	COc1ccc(-c2cc(C(=O)Nc3c(C)n(C)n(-c4ccccc4)c3=O)c3ccccc3n2)c(OC)c1
i	0.12	i	Cc1ccc(C)c(-n2c(-c3cccnc3)n[nH]c2=S)c1

A few values from above:
For Kir21 block, `Cc1ccc(C)c(-n2c(-c3cccnc3)n[nH]c2=S)c1` has 0.12
For Kir21 block, `OC(COc1ccc2c(c1)OCO2)CN1CCCC1` (stereo not given) has 0.58
For Kir21 block, `O=C(CCN1C(=O)/C(=C/c2ccccc2Cl)SC1=S)NNC(=O)c1cccnc1` has -0.02
For Kir21 block, `COc1ccc(C)cc1NC(=O)c1ccc2c(O)c(S(=O)(=O)c3ccccc3)c(=O)[nH]c2c1` has -0.37

The list continues:
KCNQ2 inh	Kir21 block	CHT block	SMILES
i	0.02	i	CC(=O)N1CCN(CC(=O)Nc2ccc([N+](=O)[O-])cc2Br)CC1
i	-0.57	i	CC(=O)Nc1cc2c(=O)n(Cc3ccccc3)c(C)nc2cc1N1CCOCC1
i	0.67	i	Fc1cc(Cl)c(OCc2noc(-c3ccsc3)n2)c(Cl)c1
i	1.6	i	CCN(CC(=O)Nc1c(F)cccc1F)C(=O)CCCNC(=O)c1ccc(Cl)cc1
i	-1.5	i	Cc1cccc(C)c1NC(=O)CS(=O)CC(=O)NCCCc1ccccc1 (stereo not given)
i	-2.7	i	CCOc1ccc(CCNC(=O)CSCC(=O)Nc2cccc(C)c2)cc1OCC
i	0.09	i	CN(C)CCNC(=S)Nc1ccc(Br)cc1
i	0.12	i	Cc1ccc2cccc(OC(=O)c3ccc4c(c3)OCCO4)c2n1
i	-0.43	i	COc1ccc(C(=O)N/C(=C\c2cn(C)c3ccccc23)C(=O)N2CCOCC2)cc1OC
i	1.6	i	O=C(Nc1ccccn1)c1ccc(Br)c(S(=O)(=O)N2CCCCC2)c1
i	-5	i	CC(C)CN(Cc1cc(=O)oc2cc3c(cc12)CCCC3)CC(C)C
i	0.49	i	Cc1ccc(NC(=O)C[n+]2cc(-c3ccccc3)n3c2CCC3)cc1
i	1.3	i	CS(=O)(=O)Nc1ccc([N+](=O)[O-])cc1Oc1ccccc1

By substructure, the entries above containing a CF3 group
KCNQ2 inh	Kir21 block	CHT block	SMILES
i	0.63	i	CCOC(=O)c1cc(C#N)c(Nc2ccc(C)cc2)nc1C(F)(F)F
i	-0.41	i	COc1ccc(CCN2CC(C(=O)NCCc3ccccc3C(F)(F)F)CCC2=O)cc1 (stereo not given)

Source: PubChem BioAssay
